Screening data (PubChem BioAssay)
MRP-1 activ: H69AR viability gain despite doxorubicin, primary screen, MRP-1 activator project, H69AR cells, CellTiter-Glo | viability rescue | viability increase, % at 10 µM | 140,000 tested, 0.61% active;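 active = viability gain under doxorubicin at or above a set limit, the compound median plus 3 SD, cut at about 4.7% in these data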;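 also: MRP-1 overexpressing cells given doxorubicin 25 µM after compound pretreatment; 18-22 h compound pretreatment then 72 h with doxorubicin before readout; 0% = doxorubicin-only wells and 100% = vehicle-treated cells without doxorubicin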
Yeast life ext: compounds extending yeast replicative lifespan, primary screen, S. cerevisiae, OD615; S. cerevisiae growth with nicotinamide; deaD strain in restrictive glucose medium; inhibition of the nicotinamide effect, % at 10 µM; 130,000 tested, 0.68% active; AID 775, 2007;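 active = inhibition above a set limit, placed 3 SD over the median of all compounds, cut at about 26% in these data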;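 also: 0% = nicotinamide-treated wells and 100% = cells grown without nicotinamide; some compounds called inactive have numbers as strong as hits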
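assay system = DeaD-strain S. cerevisiae | buffer or medium = restrictive glucose medium | reagent = 1.5 mM nicotinamide | compound = 10 µM single point, 0.25% DMSO | incubation = 48 h compound exposure at 30 °C, humidified | signal = OD615 measurement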
Measles CPE: compounds protecting cells from measles virus cytopathic effect, primary screen, measles RdRp inhibitor project, single point, MLSMR library, absorbance; protection (pct of control), % at 4 µM; 140,000 tested, 1.5% active; AID 841, 2007; Measles virus-infected cells, CPE protection; in the data active = protection mostly above about 24%, no sharp cut-off; inactive = mostly below about 26%; also: some compounds called inactive have numbers as strong as hits
NPY Y2 blocker: NPY-Y2 receptor antagonists, primary screen, cell-based; inhibition, % at 2.7 µM; NPY-Y2 expressing cells, antagonist mode; Neuropeptide Y receptor type 2 (Homo sapiens), P49146; 140,000 tested, 0.99% active; AID 793, 2007; in the data active = inhibition above about 17%;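 also: 0% = vehicle with agonist challenge and 100% = reference antagonist with challenge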
Target sequence (P49146 whole entry, looked up): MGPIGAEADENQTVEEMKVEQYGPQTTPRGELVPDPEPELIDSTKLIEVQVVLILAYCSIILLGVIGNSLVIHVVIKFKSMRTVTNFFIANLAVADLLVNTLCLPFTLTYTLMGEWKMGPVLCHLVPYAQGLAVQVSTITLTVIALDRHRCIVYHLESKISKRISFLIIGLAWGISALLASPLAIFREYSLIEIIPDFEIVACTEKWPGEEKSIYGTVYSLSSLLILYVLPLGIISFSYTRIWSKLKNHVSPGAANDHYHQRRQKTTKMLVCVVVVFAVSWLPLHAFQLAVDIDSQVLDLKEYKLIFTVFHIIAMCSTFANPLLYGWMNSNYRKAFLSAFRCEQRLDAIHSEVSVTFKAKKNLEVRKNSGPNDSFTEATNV
PTEN del growth: growth suppression of PTEN-null HCT116, primary screen, cell-based, CellTiter-Glo. viability, % at 10 µM. HCT116 PTEN-null viability, 60 h; stronger effect = lower value. 140,000 tested, 1.2% active;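 active = viability at or below a set limit, 4 SD under the median of all tested compounds, cut at about 3.7% in these data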;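 also: PTEN knockout HCT116 line with beta catenin targeted HCT116 as companion control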
Yeast growth inh: growth inhibitors of yeast BB579 in restrictive medium, primary screen, yeast lifespan-shortening project, S. cerevisiae; OD615, 48 h; inhibition, % at 10 µM; 140,000 tested, 0.51% active;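 active = inhibition above a set limit, 3 SD over the mean compound inhibition, cut at about 44% in these data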; also: inactives centre near -24
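System: DeaD yeast strain BB579; buffer or medium: CSMM-D dextrose restrictive medium; technique: OD at 615 nm; schedule: 4 h cell preincubation, 48 h compound exposure, 30 °C humidified; doses: single 10 µM dose; controls: amphotericin B 10 µg/mL, positive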
HCT116 bCat-KO: primary screen for growth suppressors in beta-catenin knockout HCT116 cells (colon tumor, human); HCT116 beta-catenin knockout viability, CellTiter-Glo, 60 h; stronger effect = lower value; AID 818, 2007; viability, % at 10 µM; 140,000 tested, 1.5% active;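 active = viability at or under a set limit, the compound median less 4 SD, cut at about 6% in these data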;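 also: 0% = Hyamine 1622 control at 20 µM and 100% = untreated cell control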
GALR2 antag: GALR2 antagonists in receptor-expressing cells, primary screen | antagonist mode | inhibition, % at 4 µM | 140,000 tested, 0.39% active; in the data active = inhibition above about 27%;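 also: cells stimulated with galanin 1-16 at roughly its EC80; 0% = agonist challenge control and 100% = basal control without agonist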
Target sequence (O43603 whole entry, looked up): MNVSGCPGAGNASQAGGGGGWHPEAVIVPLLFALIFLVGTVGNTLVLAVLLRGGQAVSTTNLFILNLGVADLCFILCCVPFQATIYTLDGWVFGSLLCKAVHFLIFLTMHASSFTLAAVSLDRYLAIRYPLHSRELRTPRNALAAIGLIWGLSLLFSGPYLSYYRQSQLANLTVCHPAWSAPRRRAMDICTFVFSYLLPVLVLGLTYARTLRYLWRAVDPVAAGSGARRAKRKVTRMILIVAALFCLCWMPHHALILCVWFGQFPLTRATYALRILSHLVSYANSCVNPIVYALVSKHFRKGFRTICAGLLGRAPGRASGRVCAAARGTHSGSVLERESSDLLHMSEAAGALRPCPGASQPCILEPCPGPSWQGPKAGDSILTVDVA
Phagocyt inh: inhibitors of macrophage phagocytosis, primary screen, imaging, J774A.1 cells, IgG beads | J774A.1 macrophage IgG-bead phagocytosis | inhibition, % at 5 µM | 110,000 tested, 0.07% active | AID 1029, 2008;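 active = inhibition above the mean of the plate negative controls plus 5 SD, cut at about 13% in these data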;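 also: phagocytic index as fraction of beads internalized from green versus red external bead signal; plate controls were DMSO negative control for no effect and cytochalasin-D positive control for full effect; some results beyond the cut were filed as inactive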
E-sel TNF inh: E-selectin induction blockers in HUVEC – imaging, immunofluorescence, high content, primary screen; AID 1246, 2008; inhibition, % at 2 µM; 120,000 tested, 0.71% active; HUVEC TNFa-induced E-selectin immunofluorescence;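 active = inhibition above the batch mean plus 3 SD, and confirmed as a hit on visual image review, cut at about 43% in these data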;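 also: 0% = TNF-stimulated DMSO wells and 100% = unstimulated control wells; not every result past the cut was called active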
* = called active by the depositor; · = no result given.

Value order: MRP-1 activ	E-sel TNF inh	HCT116 bCat-KO	GALR2 antag	Yeast life ext	Phagocyt inh	Measles CPE	Yeast growth inh	NPY Y2 blocker	PTEN del growth
COC(=O)C1CCN(C(=O)N2CCOCC2)CC1
    -2.0	6	103	4	-4	-2	18	-4	2	100
O=C(CSc1nnnn1C1CCCC1)Nc1ccc2c(c1)OCCO2
    -1.0	5	96	-2	-6	-1	7	-18	9	87
Cc1ccc2c(c1)C1OCCC1C1N2C(=O)C2C(C(=O)O)C3C=CC21O3 (stereo not given)
    0.2	7	94	-13	-7	-1	7	-14	3	104
CCOc1ccc(/C=C2\SC(=S)N(Nc3ccccc3)C2=O)cc1OC
    -1.1	·	90	-5	1	-5	6	-38	2	80
COc1ccc(Cl)cc1NC(=S)NCCC(c1ccccc1)c1ccccc1
    -4.1	-20	102	7	-9	-7	4	7	5	106
NNC(=O)C1CC1c1ccc(Cl)cc1 (stereo not given)
    -1.4	-18	89	0	2	-3	10	-21	3	92
O=C(CC1CCCCC1)c1c(O)c2ccccc2oc1=O
    -1.3	0	45	2	27	-1	25	-6	7	45
CN1CCN(Cc2cc(=O)oc3cc4c(cc23)CCC4)CC1
    -3.2	·	79	-1	-10	-1	7	-6	6	92
CCCC1=NN(C(=O)Cc2ccc(OC)cc2)C(O)(C(F)(F)F)C1 (stereo not given)
    1.5	-18	90	0	5	-8	10	-25	4	94
Cc1nc(NC(=O)c2ccccc2)nc2cc3c(cc12)OCO3
    1.0	·	90	9	-4	-11	·	-17	4	85
CC1CCCCN1Cc1c(O)ccc2c(=O)c(-c3nc4ccccc4s3)c(N)oc12 (stereo not given)
    -4.2	·	28	11	-4	-8	2	-43	0	33
Cc1cc2c(c(=O)n1Cc1cccnc1)C(c1cccs1)C(C#N)=C(N)O2 (stereo not given)
    -1.2	16	107	-4	-12	1	24	-23	6	94
O=C1c2ccccc2C(Nc2ccc3c(c2)OCCO3)N1c1ccc(Cl)cn1 (stereo not given)
    0.6	·	78	4	3	-1	24	-36	6	72
Cc1csc(C(C#N)C(=O)c2ccc(S(=O)(=O)N3CCCC3)cc2)n1 (stereo not given)
    -0.6	-4	95	-6	-1	-6	4	-44	2	102
Cc1ccc(-c2cc(=O)[nH][nH]2)c(C)c1
    -0.4	0	94	9	-9	0	4	-24	6	112
Cc1cc(C)cc(CSCC(=O)N/N=C/c2ccc(OCC(=O)NCc3ccco3)cc2)c1
    -3.5	48	82	7	-5	·	2	-41	-1	75
O=C(Nc1cc([N+](=O)[O-])ccc1F)C1CC1
    1.1	·	82	-3	-7	1	11	-15	0	84
O=C(Nc1ccc(O)c(-c2nc3ccccc3o2)c1)C1(c2ccc(Cl)cc2)CCCC1
    0.9	-21	55	0	3	-5	2	-31	5	55
Nc1c(-c2ccccc2)cnn1-c1ccc(C(=O)O)cc1
    -1.5	3	84	-5	-7	-1	16	-22	2	101
COC(=O)c1c(NC(=O)c2ccco2)sc(C(=O)N(C)C)c1C
    1.7	-3	96	-15	·	·	9	-2	-1	101
O=C(COC(=O)COc1ccccc1[N+](=O)[O-])Nc1ccccc1Br
    -1.4	·	98	-9	-4	3	3	-17	-1	93
COc1ccc(C(=O)N2CCCC(c3nc(-c4cccs4)no3)C2)cc1OC (stereo not given)
    -1.8	-19	71	-13	-5	2	16	-20	9	72
O=C(NC(=S)Nc1ccc(S(=O)(=O)Nc2nccs2)cc1)c1cccc(F)c1
    -2.0	·	91	-9	10	-8	24	-23	1	90
O=C(NC1CCCCNC1=O)c1ccc(Cl)cc1 (stereo not given)
    -0.2	-15	99	4	-7	1	17	-25	-1	99
COc1ccccc1-n1cnc2cc(C(=O)NCc3ccco3)ccc21
    -0.9	17	90	18	1	-3	7	-11	0	86
CCN(CCO)c1ncnc2c1sc1nc(C(C)C)c3c(c12)CC(C)(C)OC3
    -2.4	·	78	3	4	0	12	-40	1	52
CS(=O)(=O)N1CCCC(C(=O)NCc2cccs2)C1 (stereo not given)
    -1.3	·	86	10	-12	-1	23	-5	0	89
CC(C)(C)c1ccc(C(=O)N/C(=C\c2cccs2)C(=O)NCc2ccco2)cc1
    -2.0	-15	90	-2	-16	-3	12	-28	7	76
COc1ccc(CN2CNc3nc4ccccc4n3C2)cc1
    -0.5	18	11	1	3	0	8	6	2	17
Cn1c(C(=O)N(Cc2ccccc2)Cc2ccccn2)cc2sccc21
    -1.8	-2	71	-13	15	-3	16	-29	11	77
COc1ccc(C2=NN(C(=O)CSc3cn(C)c4ccccc34)C(c3ccc(OC)cc3)C2)cc1 (stereo not given)
    0.6	·	73	5	0	0	18	-17	4	67
CCOc1c(OC(C)=O)ccc(/C=C/c2ccc3cccc(OC(C)=O)c3n2)c1[N+](=O)[O-]
    -2.2	39	1.5*	-7	-5	-4	5	-31	0	3.2*
Cc1cc(NS(=O)(=O)c2ccccc2)n(-c2ccccc2)n1
    -0.7	-15	101	3	-4	0	6	-32	1	99
Cc1ccc(NC(=O)c2ccc(N3CCOCC3)c([N+](=O)[O-])c2)cc1S(=O)(=O)N1CCOCC1
    0.6	2	43	2	1	·	22	-29	3	41
Cc1ccc(C(=O)OCC(=O)Nc2sc3c(c2C#N)CCCCC3)cc1NC(=O)c1ccco1
    -3.3	19	92	-21	-7	·	11	-39	8	92
CCOC(=O)C1=C(C)C2C3C(=O)N(c4cc(C)ccc4C)C(=O)C3C1(C)C1C(=O)N(c3cc(C)ccc3C)C(=O)C21 (stereo not given)
    -2.8	·	63	-11	-1	-4	11	-25	-3	67
CCOc1ccccc1Oc1c(C)oc2cc(OC(=O)N3CCOCC3)ccc2c1=O
    -0.7	·	89	-9	-9	0	8	24	-2	86
COc1ccc(-n2nnnc2SCC(=O)Nc2nnc(C)s2)cc1OC
    -2.9	-6	92	-14	-36	-1	4	-51	3	85
CSCCC(NC(=O)c1ccc(Cl)cc1)C(=O)OCC(=O)Nc1ccc(C#N)cc1 (stereo not given)
    -0.1	·	96	3	-2	-3	17	-34	1	93
Oc1ccc2ccccc2c1C=NCc1cn2ccsc2n1
    -4.1	14	96	7	37	0	23	-23	3	89
CC1(C)CC(=O)c2cnc(N3CCc4ccccc4C3)nc2C1
    -0.2	·	86	4	-4	0	15	-11	0	102
O=C(COc1ccccc1)Nc1nonc1NC(=O)COc1ccccc1
    -1.6	-16	90	-16	-6	-1	18	-13	6	100
CC(=O)Nc1ccc(S(=O)(=O)Nc2cccc(NC(=O)C(C)(C)C)c2)cc1
    0.1	-20	89	7	-11	-1	2	-39	-2	93
COC(=O)[C@@H](NC(=O)NCc1ccccc1F)C(C)C
    -0.3	23	107	-13	-1	-1	2	-35	-1	100
OC(COCc1ccccc1)CN1CCCC1 (stereo not given)
    -0.1	10	105	2	-9	-2	2	-38	1	100
CCOC(=O)Nc1cccc(NC(=O)c2cc(OC)cc(OC)c2)c1
    -3.0	11	90	17	-1	·	9	-13	-1	92
COc1ccc(F)cc1S(=O)(=O)Nc1ccc(C)cc1
    -2.0	-5	68	-3	-10	-4	30	-11	4	64
O=C(Cc1cccs1)N1CCC(c2nc3c(nnn3Cc3ccc(F)cc3)c(=O)[nH]2)CC1
    -3.0	·	85	-5	-10	-2	1	-17	7	83
CCS(=O)(=O)Nc1cccc(C2=NN(S(=O)(=O)c3ccccc3)C(c3cccs3)C2)c1 (stereo not given)
    -1.1	29	89	1	4	·	2	-22	10	78
CCNc1nc(NCC)nc(OCCOC(C)=O)n1
    -1.5	8	88	-2	·	·	9	-11	1	98
CC(C)(C)Cc1nnc(NC(=O)c2cc(-c3ccccc3)nc3ccccc23)s1
    -0.2	-15	87	6	-11	4	20	-22	11	81
Cc1cc2ncc(-c3ccc(Cl)cc3)c(N)n2n1
    -1.4	·	82	8	-20	1	8	12	2	77
CCOC(=O)c1cnc(-c2cccc(OC)c2)[nH]c1=O
    -0.8	-2	96	-4	-4	0	8	-43	0	107
C=CCNC(=S)NNC(=O)c1ccc2c(c1)OCO2
    -3.0	-18	83	-5	-20	1	22	3	1	81
CCOC(=O)CCn1nc(-c2ccccc2)cc1N
    -1.9	-18	95	-2	-20	1	16	-14	-2	86
COc1ccc(CCn2c(=N)c(C(=O)N3CCN(C)CC3)cc3c(=O)n4ccccc4nc32)cc1
    -0.1	19	81	-10	-5	0	3	-65	4	78
CCOc1ccccc1NC(=S)N(CCCN1CCOCC1)Cc1cn(C)c2ccccc12
    -3.9	·	83	5	3	-1	23	7	4	86
CCCC(=O)c1cc(F)c(N2CCN(CCC#N)CC2)cc1C
    0.1	·	66	8	-18	0	2	-26	0	71
CCCCCCn1c(C(C)O)nc2ccccc21 (stereo not given)
    -1.3	·	90	7	0	-2	6	-29	-2	91
O=C(CN1CCc2ccccc21)Nc1ccc2c(c1)OCO2
    -1.0	-6	88	6	-8	-2	25	-75	-1	101

Going on with the list:
Value order: MRP-1 activ	E-sel TNF inh	HCT116 bCat-KO	GALR2 antag	Yeast life ext	Phagocyt inh	Measles CPE	Yeast growth inh	NPY Y2 blocker	PTEN del growth
O=S(=O)(NCCNS(=O)(=O)c1cccs1)c1cccs1
    -0.8	·	92	-1	20	·	2	-37	3	92
CC1(c2ccc(Cl)c(Cl)c2)NC(=S)N2C1NC(=S)N2c1ccccc1 (stereo not given)
    -1.3	-13	83	8	-8	-2	14	-76	0	92
Cc1ccc(C)c(NC(=S)NNC(=O)c2sccc2C)c1
    -2.5	-11	95	14	-10	-1	6	-35	-1	98
CC(=O)c1c(O)c(C)c(-c2ccccc2)n(-c2ccccc2)c1=O
    -2.3	-54	73	-4	4	·	25	10	3	83
COC(=O)CSc1nc2c(c(=O)n(C)c(=O)n2C)n1CCC(C)C
    -1.1	·	81	·	-23	0	5	-36	·	85
O=C(Nc1ccc(Cl)cc1)NC1(C(=O)NCCCN2CCOCC2)CCCCC1
    -1.7	·	99	4	-6	-1	14	-18	1	98
CCN(C(=O)c1cccs1)c1nnc(-c2ccncc2)s1
    -0.5	2	85	-3	-15	-1	9	4	4	93
O=C(O)CCC(=O)NNC(=O)CCCOc1ccc(Cl)cc1Cl
    -0.6	59	98	1	0	-3	5	-16	-2	98
O=C(O)C1C2C=CC(C2)C1C(=O)NCc1ccccn1 (stereo not given)
    0.6	-13	96	4	5	-1	4	-62	0	112
